RGS8-Gao reg = RGS8-Galphao binding modulators, primary screen, biochemical, multiplexed bead flow cytometry; Guanine nucleotide-binding protein G(o) subunit alpha (Homo sapiens), P09471; actives lie on both sides; response (percent of control binding), % at 10 µM; actives 0.34% (n = 220,000); AID 1423, 2008; in the data active = response below about 60% or above about 140%; inactive = in between;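 note: Galphao activated as the GDP aluminium fluoride complex binding bead-coupled RGS8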
Target sequence (P09471 whole entry, looked up): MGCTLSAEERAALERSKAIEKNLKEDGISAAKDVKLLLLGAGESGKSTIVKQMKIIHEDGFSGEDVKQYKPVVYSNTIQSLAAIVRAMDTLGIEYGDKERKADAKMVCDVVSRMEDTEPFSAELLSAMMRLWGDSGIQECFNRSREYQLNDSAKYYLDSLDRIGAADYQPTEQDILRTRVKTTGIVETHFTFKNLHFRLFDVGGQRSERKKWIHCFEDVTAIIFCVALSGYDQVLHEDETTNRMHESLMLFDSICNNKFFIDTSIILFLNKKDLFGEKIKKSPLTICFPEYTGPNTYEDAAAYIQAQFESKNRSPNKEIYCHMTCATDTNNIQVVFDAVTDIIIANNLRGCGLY
GSH bead fluor = compound fluorescence on glutathione beads, profiling panel, artefact control, biophysical, 488/530 nm, flow cytometry; GSH beads flow cytometry, compound fluorescence 488/530 nm; hits give high values; fluorescence (KMESF) at 10 µM; actives 0.25% (n = 190,000); in the data active = fluorescence above about 89;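 note: glutathione beads carrying GST-tagged Bcl family fusion proteins plus one bare bead set; values are compound well signal with DMSO vehicle wells as background; inactives centre near 16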
Bfl-1 Bim block = inhibitors of Bim binding to Bfl-1, primary screen, biochemical, multiplexed, bead-based flow cytometry; Bcl-2-related protein A1 (Homo sapiens), Q16548; Bim-Bfl-1 binding inhibition; inhibition, % at 10 µM; actives 0.12% (n = 190,000); AID 1008, 2008;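 note: 0% = wells without compound plus tracer and 100% = blocker peptide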
Bim-Bcl-2 = inhibitors of Bim-Bcl-2 binding, primary screen, biochemical, multiplexed, human Bcl-2 family; actives 0.06% (n = 190,000); AID 950, 2007; Apoptosis regulator Bcl-2 (Homo sapiens), P10415; inhibition, % at 10 µM; Bead-based flow cytometry, Bim peptide-Bcl-2 binding; in the data active = inhibition above about 40%;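 note: 0% = no compound wells with probe peptide and 100% = reference peptide inhibitor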
Target sequence (P10415 whole entry, looked up): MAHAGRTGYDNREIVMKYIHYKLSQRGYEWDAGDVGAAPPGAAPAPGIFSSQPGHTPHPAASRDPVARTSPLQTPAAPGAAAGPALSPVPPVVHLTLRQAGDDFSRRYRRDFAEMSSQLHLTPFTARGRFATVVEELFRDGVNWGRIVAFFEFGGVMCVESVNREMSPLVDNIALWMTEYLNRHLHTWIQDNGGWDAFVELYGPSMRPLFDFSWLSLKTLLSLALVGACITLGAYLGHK
ABCG2 block = ABCG2 efflux pump inhibitors, primary screen, multiplex with ABCB1, IgMXP3 cells, flow cytometry | JC-1 efflux | actives 0.1% (n = 190,000) | inhibition, % at 6.6 µM | Broad substrate specificity ATP-binding cassette transporter ABCG2 (Homo sapiens), Q9UNQ0 | AID 1325, 2008;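 active = inhibition above 80%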;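 note: 0% = DMSO and 100% = nicardipine control wells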
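Test system: IgMXP3 cells (ABCG2) mixed with DDAO far-red-labelled CCRF-Adr cells (ABCB1). Reagent: JC-1 transporter substrate. Compound dosing: single test compound dose, 6.6 µM final. Times: 10 min compound exposure, 25 °C. Detection: flow cytometry of retained JC-1 fluorescence. Read-out basis: efflux inhibition in percent versus controls. Controls: nicardipine and DMSO wells.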
RGS4-Gao reg = modulators of RGS4 binding to Galphao, primary screen, biochemical, multiplexed bead flow cytometry; Guanine nucleotide-binding protein G(o) subunit alpha (Homo sapiens), P09471; actives lie on both sides; binding response (% of control), % at 10 µM; actives 0.33% (n = 220,000); AID 1415, 2008; in the data active = binding response below about 49% or above about 150%; inactive = in between;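 note: fluorescent Galphao activated with aluminum fluoride binding bead-coupled RGS4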
Bim-Bcl-W = inhibitors of Bim binding to Bcl-W, primary screen, biochemical, multiplexed, bead-based flow cytometry | inhibition, % at 10 µM | Bim peptide-Bcl-W binding | AID 952, 2007 | actives 0.02% (n = 190,000) | Bcl-2-like protein 2 (Homo sapiens), Q92843;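 note: 0% = bound tracer without compound and 100% = peptide blocker; higher means less fluorescent Bim peptide bound to Bcl-W beads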
Target sequence (Q92843 whole entry, looked up): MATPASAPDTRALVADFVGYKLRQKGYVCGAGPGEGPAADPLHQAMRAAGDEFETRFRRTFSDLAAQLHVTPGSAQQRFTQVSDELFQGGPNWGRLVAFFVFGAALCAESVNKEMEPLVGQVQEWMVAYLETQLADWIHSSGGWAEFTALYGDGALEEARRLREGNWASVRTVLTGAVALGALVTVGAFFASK
RGS7-Gao reg = RGS7-Galphao binding modulators, primary screen, biochemical, multiplexed bead flow cytometry; actives 0.35% (n = 220,000); AID 1439, 2008; binding response (% of control), % at 10 µM; actives lie on both sides; in the data active = binding response below about 49% or above about 150%;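 note: fluorescent Galphao held in activated GDP-AlF4 state binding bead-coupled RGS7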
Bcl-XL Bim block = inhibitors of Bim-Bcl-XL binding, primary screen, biochemical, multiplexed, bead flow cytometry, human Bcl-XL; Bim peptide-Bcl-XL binding, fluorescence; AID 1007, 2008; Bcl-2-like protein 1 (Homo sapiens), Q07817; actives 0.04% (n = 190,000); inhibition, % at 10 µM
Bim-Bcl-B = inhibitors of Bim-Bcl-B binding, primary screen, biochemical, multiplexed, human Bcl-2 family; bead-based flow cytometry, Bim peptide-Bcl-B binding; AID 951, 2007; actives 0.073% (n = 190,000); inhibition, % at 10 µM; Bcl-2-like protein 10 (Homo sapiens), Q9HD36;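 note: 0% = tracer peptide without compound and 100% = reference inhibitor peptide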
Target sequence (Q9HD36 whole entry, looked up): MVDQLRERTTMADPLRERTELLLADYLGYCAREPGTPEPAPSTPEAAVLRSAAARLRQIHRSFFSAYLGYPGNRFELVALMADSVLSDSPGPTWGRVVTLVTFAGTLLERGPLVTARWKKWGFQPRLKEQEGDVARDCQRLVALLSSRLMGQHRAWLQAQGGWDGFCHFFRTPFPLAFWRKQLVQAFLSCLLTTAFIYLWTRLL
ABCB1 inh = ABCB1 efflux pump inhibitors, primary screen, cell-based, multiplex, flow cytometry, ABCG2 counter-screen. ATP-dependent translocase ABCB1 (Homo sapiens), P08183. CCRF-Adr cells, JC-1 efflux. inhibition, % at 6.6 µM. actives 0.067% (n = 190,000). AID 1326, 2008; in the data active = inhibition above about 40%;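 note: 0% = vehicle and 100% = reference inhibitor; higher value means more JC-1 retained so stronger ABCB1 efflux block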
Numbers without * were called inactive; . = not tested or not shown. Cut-off read from the data, not from the text of the source, unless noted: active = inhibition above about 40%. Rows are unselected. Share with any hit: about 1.1%.

SMILES	RGS8-Gao reg	GSH bead fluor	Bfl-1 Bim block	Bim-Bcl-2	ABCG2 block	RGS4-Gao reg	Bim-Bcl-W	RGS7-Gao reg	Bcl-XL Bim block	Bim-Bcl-B	ABCB1 inh
CCn1c(=O)c(C(=O)NC(C)C)c(O)c2ccccc21	99.3	9	-10.0	-5.0	0.6	98.4	0.0	98.1	-6.0	-4.0	0.2
CN(C)c1ccc(-c2nnc(-c3cccs3)o2)cc1	99.1	20	-2.0	-4.0	3.0	99.3	-4.0	100.9	0.0	-6.0	0.2
CCOC(=O)CSc1nc2cc(C(=O)OC)ccc2c(=O)n1CCN1CCOCC1	106.6	16	0.0	-2.0	10.0	96.7	1.0	99.5	0.0	-1.0	1.4
Oc1ccc(/C=N/N=C/c2ccc(O)cc2)cc1	102.6	12	-4.0	-1.0	4.4	101.3	-1.0	98.8	-1.0	0.0	1.4
CCCn1c(NCc2ccco2)nc2ccccc21	103.9	14	-10.0	-7.0	0.1	101.7	1.0	99.4	-3.0	-7.0	0.1
CCOc1ccc(C(=O)NCCn2cc(SCC(=O)Nc3cc(C)on3)c3ccccc32)cc1	97.7	31	-17.0	-11.0	22.5	95.7	0.0	95.2	-9.0	-13.0	1.9
Cc1ccnc(NC(=O)C(C)N2C(=O)c3ccccc3C2=O)c1 (stereo not drawn)	102.7	12	-3.0	0.0	21.7	102.7	3.0	100.4	0.0	-2.0	1.3
CCOC(=O)COc1ccccc1/C=C1\NC(=O)NC1=O	100.5	19	7.0	6.0	22.8	101.8	1.0	102.9	0.0	4.0	1.0
CCOC(=O)C1(Cc2ccccc2C(F)(F)F)CCN(C(C)CSC)CC1 (stereo not drawn)	101.6	11	-5.0	0.0	1.3	104.1	3.0	97.2	-1.0	-3.0	0.7
COc1ccc(C(=O)O/N=C(\N)Cc2ccc(Cl)c(Cl)c2)cc1OC	102.9	9	-3.0	-7.0	5.5	100.6	-4.0	98.5	-9.0	-10.0	2.1
COc1ccc(S(=O)(=O)NCCSc2ccc(Cl)cc2)cc1OC	92.6	15	0.0	15.0	1.3	96.7	-7.0	95.9	-7.0	-7.0	0.5
Cc1csc(NC(=O)CSc2ccc(-c3ccc(F)cc3)nn2)n1	100.9	14	-4.0	1.0	10.9	98.2	2.0	98.5	-3.0	-2.0	0.6
CSc1ccc(/C=C(/Sc2nnc(-c3ccccc3)o2)C(=O)O)cc1	95.5	12	0.0	-2.0	0.8	98.1	0.0	101.3	-2.0	-5.0	0.8
C/C(CC(=O)Nc1ccc2c(c1)OCCO2)=N\NC(=O)C(=O)Nc1ccccc1C	102.1	18	-1.0	-1.0	-0.5	103.2	0.0	99.4	-1.0	-1.0	-0.2
CC(C)N(C(=O)CSc1nnc(CN2CCCCCC2=O)n1-c1ccccn1)C(C)C	100.8	33	-11.0	-6.0	-2.9	101.5	-1.0	101.2	3.0	-4.0	-2.0
CCCn1c(SCC(=O)c2cc(OC)ccc2OC)nnc1C(C)C	95.0	68	-7.0	-2.0	1.1	91.8	0.0	96.0	0.0	-8.0	0.3
Cc1ccc(Sc2nnc(-c3ccccc3)cc2C#N)cc1	107.1	4	-6.0	2.0	19.2	101.3	6.0	106.4	0.0	0.0	28.6
C=CCNC(=O)c1ccc(S(=O)(=O)CC)c(Cl)c1Cl	97.9	12	-4.0	-1.0	-0.5	99.9	-1.0	106.6	-2.0	-7.0	0.9
CSc1nc(C)cc(C)c1S(=O)(=O)c1ccccc1C	102.1	18	0.0	-4.0	3.8	108.1	-1.0	104.6	0.0	-1.0	0.8
Cc1cccc(Sc2c(C=O)c3ccccc3n2C)c1	101.4	17	-2.0	-2.0	1.2	104.4	1.0	105.8	0.0	0.0	0.3
C=CCSc1nc(N)c(C#N)c(-c2ccc(C)cc2)c1C#N	100.4	11	-9.0	-2.0	3.9	103.0	3.0	98.0	0.0	-4.0	0.1
O=C(CCCN1C(=O)/C(=C/c2ccco2)SC1=S)Nc1ccccc1	103.2	19	-11.0	-5.0	-1.4	96.5	-8.0	99.3	-12.0	-22.0	-0.4
O=C(CN1C(=O)c2ccccc2C1=O)Nc1ccc(N2CCOCC2)cc1	103.5	11	0.0	0.0	1.8	89.9	1.0	104.1	1.0	4.0	0.2
C/C(=N\NC(=O)c1c(Br)c(C)nn1C)c1ccc(NC(=O)C(C)Oc2ccc(Cl)cc2C)cc1 (stereo not drawn)	102.7	14	0.0	-4.0	2.0	103.9	-3.0	104.2	-3.0	-8.0	0.5
COc1ccccc1N1CCN(C(=O)C(Sc2ccccc2)c2ccccc2)CC1 (stereo not drawn)	99.8	58	-5.0	-6.0	5.1	98.9	-2.0	99.6	-5.0	-6.0	1.0
O=C(C1=C(O)C(=O)N(CCN2CCOCC2)C1c1ccncc1)c1ccco1 (stereo not drawn)	100.2	11	-11.0	-4.0	1.2	99.7	3.0	99.6	-1.0	-6.0	0.5
CCCCC(=O)Nc1ccc(C(=O)NCCc2ccccc2)cc1	97.9	25	-3.0	-5.0	0.6	98.9	-4.0	97.7	-8.0	-9.0	-0.2
Cc1cccc(-c2n[nH]c(=S)n2/N=C/c2ccc(C)o2)c1	102.2	21	1.0	4.0	-6.0	102.9	0.0	106.3	-2.0	-1.0	-0.8
C=CCSc1ncccc1C(=O)O	104.3	38	-15.0	-8.0	-0.4	99.5	-2.0	100.2	-7.0	-10.0	0.0
CCOC(=O)c1c(NC(=O)Nc2cccc(Cl)c2)sc(C)c1C	103.1	42	-6.0	-5.0	0.8	100.2	1.0	100.3	-11.0	-7.0	-0.3
CCC(c1nnnn1CCc1ccccc1)N(Cc1ccco1)Cc1cc2cccc(C)c2[nH]c1=O (stereo not drawn)	100.1	5	1.0	1.0	3.6	101.8	4.0	104.2	-4.0	0.0	3.3
O=C(Nc1nnc(C2CC2)o1)c1ccc(S(=O)(=O)N2CCCc3ccccc32)cc1	107.8	26	-8.0	-9.0	0.9	104.5	0.0	106.4	-2.0	-6.0	-0.1
COc1ccc(-n2cc(CNC3CCN(C)CC3)c(-c3cccc(F)c3)n2)cc1	102.0	13	-6.0	-6.0	2.8	99.1	-3.0	98.5	-2.0	-3.0	0.5
O=C(O)c1cc(CN2CCOCC2)oc1-c1ccccc1	100.0	22	-1.0	-2.0	-0.2	105.1	-3.0	104.7	-3.0	0.0	-0.1
COC(=O)c1cc(Br)ccc1NC(=O)Nc1ccccc1	102.5	9	-12.0	-9.0	6.9	100.1	-6.0	96.2	-7.0	-12.0	0.2
Clc1ccc(-c2c[n+](Cc3ccc(Cl)c(Cl)c3)c3n2CCC3)cc1	102.3	12	-2.0	-6.0	9.5	103.8	0.0	102.7	-1.0	-3.0	2.1
CCN(Cc1ccccc1)C(=O)C1CCN(Cc2sccc2C)CC1	103.6	12	-2.0	-4.0	7.4	101.1	-7.0	101.9	-8.0	-10.0	.
COc1ccc(C2CC(c3c(-c4ccccc4)c4cc(Cl)ccc4[nH]c3=O)=NN2S(C)(=O)=O)cc1 (stereo not drawn)	99.1	55	-15.0	-9.0	3.2	99.3	-2.0	99.7	1.0	-8.0	0.5
Cn1c(-c2csc(-c3cccc(C(F)(F)F)c3)n2)n[nH]c1=S	98.3	15	-3.0	0.0	0.6	97.5	-4.0	98.5	-5.0	-14.0	-0.3
O=C(O)c1[nH]c2ccccc2c1-c1ccccc1	96.7	30	-16.0	-10.0	9.3	93.6	0.0	94.0	-6.0	-9.0	12.9
O=C(Cn1cncn1)NCCC(c1ccccc1)c1ccccc1	100.6	16	-6.0	-6.0	2.1	96.4	0.0	94.4	-1.0	-4.0	2.3
CCOC(=O)c1[nH]c(C)c(C(=O)NCCc2ccc(OC)cc2)c1C	102.9	45	-8.0	-9.0	12.8	104.6	0.0	101.7	-8.0	-5.0	0.2
COc1ccc2c(c1)c(=O)oc1cc(OCC(=O)NC3CCCCC3)ccc12	96.9	12	-2.0	-5.0	4.3	97.8	-6.0	93.2	-8.0	-4.0	1.4
CCCNC(=O)COC(=O)CCC(=O)c1ccc(F)cc1	106.0	26	-6.0	-7.0	1.1	88.6	0.0	91.1	-3.0	-2.0	0.6
Cc1cccc(NC(=O)CCCn2cc([N+](=O)[O-])cn2)n1	88.0	8	-3.0	0.0	3.2	92.9	1.0	94.7	-1.0	-1.0	1.9

Some of these compounds in order of number of heavy atoms, high to low.
SMILES	RGS8-Gao reg	GSH bead fluor	Bfl-1 Bim block	Bim-Bcl-2	ABCG2 block	RGS4-Gao reg	Bim-Bcl-W	RGS7-Gao reg	Bcl-XL Bim block	Bim-Bcl-B	ABCB1 inh
COc1ccc(C2CC(c3c(-c4ccccc4)c4cc(Cl)ccc4[nH]c3=O)=NN2S(C)(=O)=O)cc1 (stereo not drawn)	99.1	55	-15.0	-9.0	3.2	99.3	-2.0	99.7	1.0	-8.0	0.5
COc1ccc2c(c1)c(=O)oc1cc(OCC(=O)NC3CCCCC3)ccc12	96.9	12	-2.0	-5.0	4.3	97.8	-6.0	93.2	-8.0	-4.0	1.4
CCN(Cc1ccccc1)C(=O)C1CCN(Cc2sccc2C)CC1	103.6	12	-2.0	-4.0	7.4	101.1	-7.0	101.9	-8.0	-10.0	.
Clc1ccc(-c2c[n+](Cc3ccc(Cl)c(Cl)c3)c3n2CCC3)cc1	102.3	12	-2.0	-6.0	9.5	103.8	0.0	102.7	-1.0	-3.0	2.1
Cn1c(-c2csc(-c3cccc(C(F)(F)F)c3)n2)n[nH]c1=S	98.3	15	-3.0	0.0	0.6	97.5	-4.0	98.5	-5.0	-14.0	-0.3
Cc1cccc(NC(=O)CCCn2cc([N+](=O)[O-])cn2)n1	88.0	8	-3.0	0.0	3.2	92.9	1.0	94.7	-1.0	-1.0	1.9
O=C(O)c1[nH]c2ccccc2c1-c1ccccc1	96.7	30	-16.0	-10.0	9.3	93.6	0.0	94.0	-6.0	-9.0	12.9
